# Peg3 prom inh – inhibitors of Peg3 promoter; actives 1.7% (n = 360,000); inhibition, % at 20 µM; HeLa PEG-Prom luciferase reporter, luminescence, overnight;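 active = inhibition of at least 50% at 20 µM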
# C8 TRAIL sens – sensitizes caspase-8 expressing cells to TRAIL; actives 1% (n = 360,000); inhibition (viability loss, TRAIL sensitization), % at 10 µM; NB7+C8 cells + TRAIL, ATPlite viability luminescence; AID 624354;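 active = compounds causing at least 50% loss of cell viability in the single-dose screen, relative to plate controls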
# MITF TRPM1 inh – reduces MITF-dependent TRPM1 promoter luciferase signal | SK-MEL-5 TRPM1 promoter luciferase, 24 h | inhibition, % at 12.5 µM | actives 0.83% (n = 330,000);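 active = mean inhibition across replicates of 60% or more, whatever share of single replicates reaches that level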; also: values of inactives mirror those of a sister screen read the other way
# Shn3 inh set2 – inhibitors of Schnurri-3 3'UTR reporter in osteoblasts. Clone20 osteoblast Shn3 3'UTR firefly luciferase, 24 h. inhibition, % at 12.5 µM. actives 0.52% (n = 360,000). AID 588674;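 active = mean inhibition of at least 75% with every replicate also reaching 75%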;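 also: 0% = median of neutral control wells and 100% = pilot-screen positive control compound; some compounds past the cut are filed as inactive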
# NR2E3 ag-1 – activates human NR2E3 receptor. actives 0.35% (n = 360,000). AID 602229. CHO-S Gal4-NCOR/VP16-NR2E3 two-hybrid, luciferase. inhibition of corepressor binding, % at 3.98 µM;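 active = inhibition above the mean of all tested compounds plus 3 SD, cut at about 70% in these data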;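 also: 0% = DMSO with NR2E3 transfected cells and 100% = cells lacking NR2E3 construct; higher means lower luciferase signal from less NR2E3 corepressor binding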
# Target sequence (Q9Y5X4 whole entry, looked up, the tested form may be a part): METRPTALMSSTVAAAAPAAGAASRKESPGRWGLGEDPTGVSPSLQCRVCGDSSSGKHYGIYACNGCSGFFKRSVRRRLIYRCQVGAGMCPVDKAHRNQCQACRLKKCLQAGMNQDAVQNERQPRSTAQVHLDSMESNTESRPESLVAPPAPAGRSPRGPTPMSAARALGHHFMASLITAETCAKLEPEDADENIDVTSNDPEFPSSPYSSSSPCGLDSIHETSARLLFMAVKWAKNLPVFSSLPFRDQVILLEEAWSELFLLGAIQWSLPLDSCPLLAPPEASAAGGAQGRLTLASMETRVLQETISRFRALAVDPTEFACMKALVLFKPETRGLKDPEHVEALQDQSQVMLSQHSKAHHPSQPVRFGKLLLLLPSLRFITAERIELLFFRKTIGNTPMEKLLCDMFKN
# CF NFkB inh – inhibitors of cystic fibrosis induced NF-kB; actives 0.86% (n = 360,000); KKLEB NF-kB-GFP reporter, PAF-induced, GFP fluorescence overnight; inhibition, % at 5 µM;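 active = at least 50% inhibition at 5 µM, scaled per plate between neutral and stimulator controls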;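 also: PAF is a Pseudomonas aeruginosa culture filtrate used as stimulus; plate controls were PAF-stimulated DMSO wells for no effect and unstimulated DMSO wells for full effect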
# HIF-2a inh – blocks HIF-2a reporter activity; 786-0 RCC cells HIF-2a reporter, luciferase luminescence, overnight; actives 0.72% (n = 360,000); AID 624352; inhibition, % at 18.8 µM;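 active = inhibition of the luminescence signal of 40% or more relative to plate controls, in a single-dose primary screen at 18.75 µM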
# KKLEB tox – reduces viability of KKLEB cystic fibrosis airway cells | AID 602141 | actives 0.36% (n = 360,000) | activity change (cytotoxicity), % at 5 µM | KKLEB CF airway cells viability, ATPlite luminescence, overnight; active compounds read low; cells stimulated with P. aeruginosa culture filtrate;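 active = corrected activity change at or below -50% at 5 µM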
# NR2E3 ag-2 – NR2E3 (human) agonism; AID 2300; GST-NR2E3/biotin-RetCOR TR-FRET, 1536-well; Q9Y5X4; actives 0.12% (n = 320,000); inhibition of corepressor binding, % at 4.78 µM;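 active = percent inhibition above the cutoff of mean plus 3 SD of all tested compounds, set per screening campaign, cut at about 20% in these data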;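 also: 0% = DMSO wells and 100% = biotin wells as full block of FRET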
#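 Assay system: NR2E3–RetCOR corepressor complex. Quantity: 1.35 nM GST-NR2E3. Buffer or medium: pH 7.5 Tris-based buffer. Reagent: biotinylated RetCOR corepressor at 7 nM final. Schedule: 5 h at 4 °C. Detection: TR-FRET, emission read at 617 and 671 nm. Replicates: one well per compound, singlicate testing.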
# TROY signal inh – TROY signaling inhibition | actives 0.98% (n = 360,000) | inhibition, % at 10 µM | Q293 LMP1-TROYcd NF-kB luciferase reporter, 4 h;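 active = compounds whose plate-normalised and pattern-corrected inhibition of the luciferase reporter signal at the single screening dose is 50% or more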
# TWEAK Fn14 block – blocks TWEAK-Fn14 interaction in a reporter cell assay; TWEAK-stimulated Fn14 reporter cells, luciferase luminescence, 8 h; inhibition, % at 10 µM; actives 2% (n = 360,000); AID 1159606; in the data active = inhibition above about 50%
# * marks the source's active call; other numbers are inactive results; · = no result given. The list is partial; count on the stated rates, not on these rows.
SMILES	MITF TRPM1 inh	NR2E3 ag-2	CF NFkB inh	NR2E3 ag-1	KKLEB tox	Shn3 inh set2	Peg3 prom inh	TROY signal inh	C8 TRAIL sens	HIF-2a inh	TWEAK Fn14 block
Cc1nc(N2CCN(C(=O)c3ccco3)CC2)nc2c1C(=O)CC(C)C2 (configuration not stated)	-20	0	-26	-5	14	-21	-26	-7	1	-58	-9
CN=c1sc2ccccc2n1CC(O)COc1ccccc1 (configuration not stated)	-7	2	7	-1	-3	15	7	-6	-9	7	-10
Cc1ccc(-c2noc(-c3ccccc3Br)n2)cc1	-27	1	-16	-130	-5	-26	-233	24	51*	-125	35
O=C(NCc1ccccc1Br)c1ccc2c(c1)OCCO2	-35	-1	-1	-49	-2	-2	-68	-13	0	-108	12
Cc1oc(-c2ccccc2F)nc1CS(=O)(=O)CC(=O)N1CCN(c2ccccc2)CC1	·	2	4	26	0	15	18	22	-1	17	18
CCOc1ccccc1/C=C(/NC(=O)c1ccccc1)C(=O)NCC(=O)O	-2	2	-6	9	-2	1	12	-10	1	16	1
Cc1ccc(-c2nnc(Nc3ccc(CC(N)=O)cc3)c3ccccc23)cc1S(=O)(=O)NCC1CCCO1 (configuration not stated)	7	-1	0	3	0	-111	18	5	3	8	-12
CC12CCC(C(=O)N/N=C/c3ccc(O)cc3O)(OC1=O)C2(C)C (configuration not stated)	20	2	10	-8	-7	89*	33	11	5	26	7
Cc1ccc(CN2[C@@H](CC3CCCCC3)COCCS2(=O)=O)cc1	-4	0	2	-11	-2	5	30	-3	-5	19	-12
COc1cccc2cc(C(=O)Nc3ccc(S(=O)(=O)NCC4CCCO4)cc3)c(=O)oc12 (configuration not stated)	-11	-2	22	-17	-4	17	-3	5	-9	-5	-13
COc1cc2c(cc1OC)CN(CC(=O)Nc1ccc(S(=O)(=O)N3CCCC3)cc1)CC2	-5	0	15	-10	-12	-9	5	-1	5	1	-18
CN(C)S(=O)(=O)c1ccc(Cl)c(NC(=O)COC(=O)c2ccc3c(c2)NC(=O)CS3)c1	0	2	-24	-34	-9	13	10	24	3	2	14
COc1ccc(N(CC(=O)NCc2cccs2)S(=O)(=O)c2ccc(F)cc2)cc1	-2	1	14	-23	-7	6	9	-10	14	4	11
COC(=O)c1nc(NC(=O)C(C)(C)C)n[nH]1	3	0	20	-7	-5	7	25	14	0	20	10
COc1cccc(NC(=O)c2sc3nc(N4CCOCC4)c4c(c3c2N)CCCC4)c1	-64	15	-25	-107	13	-103	-190	-48	5	-256	-26
CCCCOC(=O)c1ccc(NC(=O)C(=O)CC(=O)c2ccc(OC)cc2)cc1	15	0	-4	-32	-4	11	23	-30	-17	-22	20
COc1ccc(Cl)cc1NC(=O)C(C)NC(c1ccccc1)c1ccccc1 (configuration not stated)	7	-5	24	-4	-4	3	20	-6	19	18	25
CCN(CC)C(=S)Oc1c(Cl)cccc1Cl	-6	-2	-4	-13	-3	16	0	3	-16	19	5
CCn1cnc2cc(NC(=O)c3ccc(C)cc3)ccc21	-55	-3	-11	-76	4	-110	-262	-60	5	-268	15
O=C(Nc1nnc(-c2ccc(F)cc2)s1)C1CCN(S(=O)(=O)c2ccc(Cl)cc2)CC1	0	2	-7	-6	2	-4	15	3	0	11	-9
CCCC(=O)Nc1nnc(CC(=O)OCC)s1	0	0	19	13	-29	-7	10	-11	0	7	2
O=C(O)c1nc(-c2ccccc2)n(-c2cccc(C(F)(F)F)c2)n1	18	0	-5	0	9	-2	-4	-28	0	-4	-5
Cc1cc(C)c(S(=O)(=O)n2c([N+](=O)[O-])cnc2C)c(C)c1	-37	0	14	-1	9	-5	8	-1	9	8	-10
Cc1ccccc1OCC(=O)NC(Cc1c[nH]c2ccccc12)C(=O)O (configuration not stated)	8	2	-16	-16	-3	-21	7	10	-6	13	21
Cc1c(C=O)c2ccccn2c1C(=O)c1cccc([N+](=O)[O-])c1	15	6	7	-11	-11	0	3	5	-3	14	-16
CN(C)CCOC(=O)c1ccc(COc2ccccc2Br)o1	-6	-1	16	-43	-8	-16	-8	-32	4	-1	-19
Cc1ccc(/C=C/C(=O)O)cc1S(=O)(=O)Nc1ccccc1C(=O)O	-1	2	6	-20	7	-3	3	3	-2	2	-15
N#Cc1nc(-c2ccc(OCc3ccc(Cl)cc3)cc2)oc1NCc1cccnc1	-38	5	-8	-22	0	23	-61	-42	-3	-81	-33
Cc1nc(-c2ccccn2)nc(SCC(=O)c2ccccc2)c1Cl	-9	2	-3	0	0	-2	12	-22	0	2	-1
CNC(=O)C1CCN(S(=O)(=O)c2c(C)noc2/C=C/c2cccc(OC)c2)CC1	1	1	-5	17	0	5	0	6	0	-2	-11
C#CCNC(=O)C1=C[C@H](c2coc3ccccc3c2=O)C[C@H](OCCCCO)O1	5	6	-18	4	23	-2	5	4	-5	9	4
CC1(c2nnnn2Cc2ccccc2)CCC(=O)N1CCOc1ccccc1 (configuration not stated)	·	·	·	6	·	·	·	-15	0	9	10
CCOc1ccc(CNC(=O)c2ccccc2NC(=O)C2=CSCCO2)cc1	7	0	2	-9	-17	4	-52	26	-3	0	9
O=C1C=C(c2cccc(CO)c2)C[C@@H](c2ccc(Cl)cc2)C1	-11	5	-23	6	-2	-10	1	-10	-2	-5	0
Cc1ccc(CC2C(=O)N(c3ccc(F)cc3)C(=O)C2C)cc1 (configuration not stated)	-12	1	10	-49	-3	11	-30	-4	1	-1	-22
CC(C)OC(=O)C(C(=O)C(F)(F)F)c1cc(NS(=O)(=O)c2ccc3ccccc3c2)c2ccccc2c1O (configuration not stated)	13	-1	37	15	-34	4	35	68*	-1	4	62*
CCOC(=O)C1CCCN(C(=O)c2cc(-c3cccs3)oc2C)CC1 (configuration not stated)	·	·	-16	-1	1	16	4	5	-3	4	32
CCN(C(=O)COC(=O)/C(C#N)=C/c1ccc(OC)cc1)C1CCS(=O)(=O)C1 (configuration not stated)	10	-1	18	9	-8	-8	-9	-9	-11	11	5
COC(=O)c1nnn(-c2nonc2N)c1CSc1nc2ccccc2o1	6	-4	-7	2	-6	18	21	5	-10	9	-19
CCOC(=O)COc1c(Br)cc(C2NC(=O)NC(C)=C2C(C)=O)cc1OC (configuration not stated)	8	4	14	12	1	-10	8	-10	2	14	-7
O=C(C[C@@H]1C/C=C\CCC(=O)OC[C@@H]2CCCN2C1=O)N[C@@H](CO)Cc1ccccc1	-1	·	-10	-11	7	2	-13	-2	-11	7	2
Cc1cccc(OCC(=O)N(C)CCc2ccccn2)c1	-6	3	11	-2	-3	-18	-22	-5	-13	-27	-16
COc1ccccc1C(=O)NCCC(=O)NCc1ccncc1	-16	5	-39	-26	16	10	8	-7	-7	-6	-3
CCC(=O)NC(Nc1ncc(C)s1)(C(=O)OC)C(F)(F)F (configuration not stated)	5	3	-2	18	-1	-11	6	6	1	10	7
NCCCn1c(C(=O)c2cc(Cl)c(N)c(Cl)c2)c2ccc([N+](=O)[O-])cc2[n+]1[O-]	54	4	-1	32	-4	6	57*	-32	12	17	-37
O=C(CSc1ccccc1)NC1CCCCCC1	-61	-2	18	-86	-9	-84	-158	-25	19	-171	-14
CCOc1ccc2nc(NC(=O)c3ccc(OCC4CCCO4)cc3)sc2c1 (configuration not stated)	-2	1	-6	-11	3	42	-97	49	45	-272	62*
CCOC(=O)N1CCN(c2c(-c3ccccc3)c3cc(Cl)ccc3[nH]c2=O)CC1	20	6	15	32	-4	3	15	-8	4	26	4

# One compound at a time, from the list above.
# CCC(=O)NC(Nc1ncc(C)s1)(C(=O)OC)C(F)(F)F (configuration not stated) reads MITF TRPM1 inh = 5; NR2E3 ag-2 = 3; CF NFkB inh = -2; NR2E3 ag-1 = 18; KKLEB tox = -1; Shn3 inh set2 = -11; Peg3 prom inh = 6; TROY signal inh = 6; C8 TRAIL sens = 1; HIF-2a inh = 10; TWEAK Fn14 block = 7
# COc1ccccc1C(=O)NCCC(=O)NCc1ccncc1 reads MITF TRPM1 inh = -16; NR2E3 ag-2 = 5; CF NFkB inh = -39; NR2E3 ag-1 = -26; KKLEB tox = 16; Shn3 inh set2 = 10; Peg3 prom inh = 8; TROY signal inh = -7; C8 TRAIL sens = -7; HIF-2a inh = -6; TWEAK Fn14 block = -3

# Additional records:
SMILES	MITF TRPM1 inh	NR2E3 ag-2	CF NFkB inh	NR2E3 ag-1	KKLEB tox	Shn3 inh set2	Peg3 prom inh	TROY signal inh	C8 TRAIL sens	HIF-2a inh	TWEAK Fn14 block
COc1ccc(CNC(=O)c2csc(Cc3ccc(Cl)cc3)n2)cc1	11	-1	24	-19	-4	-1	-13	23	1	-9	30
CN(c1cccc(NC(=O)c2ccc(Cl)c(S(=O)(=O)Nc3ccccc3)c2)c1)S(C)(=O)=O	14	-5	-18	-22	7	17	6	32	0	-1	14
COc1ccc(CNC(N)=O)cc1OC	-5	3	-13	-13	8	-3	-3	2	7	12	1
Cc1cc(=O)oc2c3c(cc(OCC(=O)NCCN4CCOCC4)c12)OC(C)(C)CC3	1	4	-11	-31	17	3	3	-12	29	11	-2
CC1=C(C(=O)NCc2ccc(Cl)cc2)C2(CCC(C)CC2)OC1=O (configuration not stated)	8	1	10	-10	2	2	2	10	-5	10	-14
Cn1cc(CNCc2ccccc2OCC(O)CN2CCc3ccccc3C2)cn1 (configuration not stated)	-10	-4	7	-19	-20	4	4	13	-6	13	13
COC(=O)Nc1nn(-c2ccc(OC)cc2)c(=O)c(C#N)c1C	3	4	2	-2	0	8	17	4	18	15	-12
CCCCN(CCCC)S(=O)(=O)c1ccc(NC(=O)Cc2cccs2)cc1	18	2	8	12	-1	25	30	51*	-2	11	6
Cc1ccc(S(=O)(=O)CCSc2nc(C)cc(C)c2C#N)cc1	6	2	-2	5	1	16	-79	-2	9	13	-13
O=C(COc1ccc([N+](=O)[O-])cc1Cl)N1CCOCC1	0	1	-6	3	9	-18	2	28	-10	-1	-6
COc1cc(OC)c(OC)cc1/C=N/Nc1nc2ccccc2[nH]1	8	-5	-1	-30	13	-3	0	44	5	20	-5
COc1ccc([N+](=O)[O-])cc1NC(=O)Cc1ccccc1Cl	3	0	-13	-39	13	10	13	-1	3	6	2
CC1(OC(=O)c2cccs2)C(=O)C=C2C=C3CCCN3C=C2C1=O (configuration not stated)	7	11	19	-3	1	-24	-9	2	-3	4	10
CC1CCCCC1NC(=O)Cn1cnc2ccccc2c1=O (configuration not stated)	5	-2	1	-6	5	3	0	-9	7	10	10
COc1cc2ccccc2cc1C(=O)Nc1ccccc1C	-11	·	-39	-124	7	-158	-262	-59	3	-275	-10
Cn1cc([N+](=O)[O-])c(C(=O)Nc2sc3c(c2C#N)CCC3)n1	68*	-1	58*	2	-14	95*	-41	-7	33	-12	0
O=C(Nc1ccc(Cl)cc1)N1CCSc2ccccc21	-16	1	14	-11	-3	-10	-42	-18	12	-83	-7

# Screens from PubChem BioAssay.
